High-throughput results deposited in PubChem BioAssay by Small Molecule Screening Facility, UW Madison.
SSB-PriA inh = K. pneumoniae PriA-SSBct interaction inhibition. hit rate 0.6% among 430,000. AlphaScreen SSBct-PriA binding, biotinylated peptide. inhibition, % at 33 µM; in the data active = inhibition mostly above about 37%, no sharp cut-off; inactive = mostly below about 20%;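 note: plate controls were negative control peptide for no effect and reference peptide for full effect; strong numbers were not always called active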
An asterisk follows results filed as active; & = joins results of further samples. Some of the compounds tested. The share of hits here may be higher or lower than overall.

smiles | SSB-PriA inh
COCCn1c(SCC(=O)c2ccc(OC)c(OC)c2)nc2cc(C(=O)NC(C)C)ccc2c1=O | -8
COc1ccc(-c2nnc(NC(=O)CCSc3ccc(C)cc3)o2)c(OC)c1 | -11
O=C(C1CC1)N1CCc2ccc(NS(=O)(=O)c3ccc(Cl)cc3)cc21 | 1
CC1Cc2cc(C(O)=C3C(=O)C(=O)N(Cc4cccnc4)C3c3ccccc3F)ccc2O1 (stereo not given) | -9
COc1ccc(OC)c(Nc2nc(N3CCN(Cc4ccccc4)CC3)nc(N)c2[N+](=O)[O-])c1 | 2
CCNc1nc(NCC)nc(NN=C(C)c2ccc(OC)cc2)n1 | 8
CCCCCCC(=O)NN=C(C)Cc1ccccc1 | -13
Cc1ccc(C)c(NC(=O)CSc2nnc(C)c3cnn(-c4ccc(F)cc4)c23)c1 | -5
O=C(NN=Cc1ccc(O)c(O)c1)c1cccc(S(=O)(=O)N2CCCCC2)c1 | -5
CSc1ccc(C=NNc2nc(C)cc(=O)[nH]2)cc1 | 1
COC(=O)c1sccc1S(=O)(=O)Nc1ccc2c(c1)C(=O)N1CCCC[C@H]1CCO2 | -8
CCOc1ncccc1C(=O)Nc1cccc(-c2ccc3nnc(C)n3n2)c1 | -8
COc1cc(C=NNc2nc(C)cc(C)n2)cc(OC)c1OC | -4
O=C(Nc1onc2c1CCC2)c1ccco1 | -16
CCOC(=O)c1c(-c2ccc(C)o2)csc1NC(=O)CN1CCCC[C@@H]1C | -11

(more compounds)
smiles | SSB-PriA inh
COc1ccc(-c2cc3ccc4c(c3oc2=O)CN(C(C)C)CO4)cc1 | -11
CC(=NNC(=O)C1CCCCC1)c1ccc([N+](=O)[O-])cc1 | -7
O=C(Nc1ccccn1)c1ccc(S(=O)(=O)N2CCOCC2)o1 | -4
O=C(NCC(c1cccc2ccccc12)N1CCCC1)C(=O)NC1CCCC1 (stereo not given) | -20
Cc1ccc(N2CC(C(=O)NN=Cc3c(F)cccc3Cl)CC2=O)cc1 (stereo not given) | -10
CC(C)(Oc1ccc(Cl)cc1)C(=O)N1CCOC(c2cccnc2)C1 (stereo not given) | -12
CC(=O)N1CCCC(c2nnc(-c3ccc4c(c3)OCO4)o2)C1 (stereo not given) | 5
Cc1cc(C(=O)N2CCC(c3nnc(-c4ccsc4)o3)CC2)no1 | -4
NC(=O)C(NC(=O)c1ccc([N+](=O)[O-])cc1)C12CC3CC(CC(C3)C1)C2 (stereo not given) | -7
CCCCCCCCOC(=O)c1ccc2c(c1)C(=O)NC2=O | -14
CCCNC(=O)C1CCN(c2ccc(SCC(=O)Nc3ccccc3C(=O)OCC)nn2)CC1 | 4
COc1ccc(C(=O)NCCn2ncc3c(=O)n(Cc4cccc(F)c4)cnc32)cc1 | -1
Cc1cc(C(=O)Nc2nc3c(s2)CCc2ccccc2-3)nn1C | 8
O=C(CN1CCN(c2ccc3c(c2)OCO3)C1=O)N1CCN(c2cccc(Cl)c2Cl)CC1 | 1
Cc1cc(=O)n2c(n1)SCC2CC(=O)N1CCCCC1 (stereo not given) | 0

Going on with the list.
smiles | SSB-PriA inh
CCOc1ccc(-n2nnc3c(=O)n(Cc4nc(-c5cccc(C)c5)no4)cnc32)cc1 | -11
O=C(NCc1ccco1)NC1CCN(c2ccc(-c3ccccc3Cl)nn2)CC1 | 14
COC(=O)CS[C@H]1CCN(S(=O)(=O)c2c(C)noc2C)C1 | -7
Cc1cc(S(=O)(=O)N2CCC(C(N)=O)CC2)ccc1F | -2
Cn1cc(-c2ccco2)nc1CCNS(=O)(=O)C1CC1 | -7
CCCC1CCC(c2ccc(C(=O)Nc3nc4ccccc4s3)cc2)CC1 (stereo not given) | -27&-14
COc1c(C)cc(S(=O)(=O)NC[C@@H](c2ccsc2)N2CCOCC2)cc1C | -11
COc1ccc(NC(=O)c2ccc(SC)cc2)c2ccccc12 | -6
Cc1nn(S(C)(=O)=O)c(C)c1S(=O)(=O)N1CCC(C)CC1 | 7
O=C(c1ccco1)N1CCN(c2cc(-n3cncn3)ncn2)CC1 | -11
Cc1cc(OC(C)C(=O)NC(C)(C)C)cc(C)c1Cl (stereo not given) | 9
Cc1ccccc1-c1nc(C)c(CNC(=O)c2ccsc2)s1 | -7
Cn1c(=O)[nH]cc(C(=O)N2CCc3ccccc3C2)c1=O | -8
CCCOc1ccc(C(=O)Nc2ncc(Cc3cccc(C(F)(F)F)c3)s2)cc1 | -8
COc1ccc([C@H](C)NC(=O)c2ccc(CS(=O)(=O)Cc3ccccc3F)o2)cc1 | -12

A stretch from further up:
smiles | SSB-PriA inh
CCOc1ccc(-n2nnc3c(=O)n(Cc4nc(-c5cccc(C)c5)no4)cnc32)cc1 | -11
O=C(NCc1ccco1)NC1CCN(c2ccc(-c3ccccc3Cl)nn2)CC1 | 14
COC(=O)CS[C@H]1CCN(S(=O)(=O)c2c(C)noc2C)C1 | -7
Cc1cc(S(=O)(=O)N2CCC(C(N)=O)CC2)ccc1F | -2
Cn1cc(-c2ccco2)nc1CCNS(=O)(=O)C1CC1 | -7

Following part
smiles | SSB-PriA inh
O=C(COc1ccc(Cl)cc1Cl)NCc1cc(-c2ccncc2)n(C2CCCC2)n1 | -17
CC(O)(CNC(=O)Cc1c(F)cccc1Cl)c1cc2ccccc2o1 (stereo not given) | -3
Cc1ccc(NC(=O)Cn2nc(C3CC3)c3cnn(-c4ccc(C)c(C)c4)c3c2=O)c(C)c1 | -2
Clc1ccc(Cn2cc(C=Nn3cnnc3)c3ccccc32)cc1 | -16
CC(Oc1ccccc1)C(=O)Nc1nc(CN2CCc3ccccc3C2)cs1 (stereo not given) | 1
CN(CC#CCNC(=O)c1ccc[nH]c1=O)Cc1ccccc1 | -7
Cc1cc(C)n(N=Cc2ccccc2)c(=O)c1C#N | -4
Cc1cn2c(CCC(=O)N3CCOCC3)csc2n1 | -9
O=C(O)C1CCCN1C(=O)CCl (stereo not given) | 17
Cc1cc(C)n(-c2nc(CCNC(=O)[C@@H]3CC=CCC3)cs2)n1 | -6
O=C(CO)NN=Cc1c2ccccc2cc2ccccc12 | -20
C(=NNc1nc2ccccc2s1)c1ccco1 | 17
COc1ncccc1C(=O)N1CCc2ncncc2C1 | -23
CN1CCc2c(sc(NC(=O)c3ccc(Br)s3)c2C(N)=O)C1 | 12
O=C(NN=Cc1cccnc1)c1ccccc1Cl | -36

Reformatted as labelled records: entries from further up.
O=C(COc1ccc(Cl)cc1Cl)NCc1cc(-c2ccncc2)n(C2CCCC2)n1
  SSB-PriA inh: -17

CC(O)(CNC(=O)Cc1c(F)cccc1Cl)c1cc2ccccc2o1 (stereo not given)
  SSB-PriA inh: -3

Cc1ccc(NC(=O)Cn2nc(C3CC3)c3cnn(-c4ccc(C)c(C)c4)c3c2=O)c(C)c1
  SSB-PriA inh: -2

Clc1ccc(Cn2cc(C=Nn3cnnc3)c3ccccc32)cc1
  SSB-PriA inh: -16

Fetched by compound from the entries so far, two records:
smiles | SSB-PriA inh
O=C(O)C1CCCN1C(=O)CCl (stereo not given) | 17
O=C(CO)NN=Cc1c2ccccc2cc2ccccc12 | -20

Further entries
smiles | SSB-PriA inh
O=C(CN1CC(c2nc(-c3cnccn3)no2)C1)NC[C@H]1CCCO1 | -6
Cc1cc(NC(=O)Cc2cccs2)n(-c2nc(-c3ccccc3)cs2)n1 | -9
NS(=O)(=O)c1ccc(NN=Cc2ccc(O)c(O)c2O)c([N+](=O)[O-])c1 | 12
CCc1ccc(-c2ccc(SCC(=O)Nc3nc(C)cs3)nn2)cc1 | 2
COc1ccc(N2CCN(C(=O)c3oc4ccc(C)cc4c3C)CC2)cc1 | 10
CCn1cc(C(=O)N2CCN(Cc3nc(-c4ccc(F)cc4)cs3)CC2)c(=O)c2ccc(C)nc21 | 13
CCN1CCc2nc(-c3ccccc3)n(CC(=O)Nc3cccc(SC)c3)c(=O)c2C1 | -8
COc1cc(C(=O)NCCOc2ccccc2)c([N+](=O)[O-])cc1OC | -1
COc1ccc(C)cc1NC(=O)Cn1nc2ccc(SC(C)(C)C)nn2c1=O | -2
Cc1ccc2oc(C(=O)Nc3ccccc3Oc3ccccc3)cc2n1 | -2
O=C(Cc1c(F)cccc1Cl)NN=Cc1cccnc1 | -10
O=C(NCc1cccnc1-c1cccs1)c1ccoc1 | -8
O=C(Nc1nc(-c2ccccc2)ns1)c1ccccc1Cl | 0
Cn1nc(C2CCN(CC(=O)Nc3ccc(F)c(Cl)c3)CC2)n(-c2ccccc2)c1=O | 3
CCOc1ccc(C)cc1S(=O)(=O)Nc1cc(Cl)ccc1O | -21

Continuation.
Molecule	SSB-PriA inh
Cc1nc(SCC(=O)N2CCC(C)CC2)c2ccsc2n1	5
O=C1CN(S(=O)(=O)c2ccc([N+](=O)[O-])cc2)c2ccccc2N1	-11
CC(=NNC(=O)c1ccc(OC2OCCOC2Oc2ccc(C(=O)NN=C(C)c3ccncc3)cc2)cc1)c1ccncc1 (stereo not given)	-8
Cc1cc(OCc2ccccc2)ccc1C(O)=C1C(=O)C(=O)N(Cc2cccnc2)C1c1ccncc1 (stereo not given)	-4
COc1ccc(NC(=O)CC(C)=NNC(=O)c2ccncc2)c([N+](=O)[O-])c1	6
COc1ccc(C)cc1S(=O)(=O)NCCOc1ccc2nnc(-c3ccccc3)n2n1	1
O=C(COc1ccc(F)cc1F)NCCCn1nc(-c2ccc(F)cc2)ccc1=O	-1
O=C(NCCCn1ccnc1)c1c(O)nc2ccccn2c1=O	-1
O=C(NCCCS(=O)(=O)N1CCN(c2ccc(F)cc2)CC1)c1cnccn1	-6&-2
COc1ccc(S(=O)(=O)Nc2ccc3c(c2)CN(C(=O)C2CC2)CC3)cc1Cl	3
Cc1cc(NC(=O)C(=O)NCC(O)(c2cccs2)C2CC2)no1 (stereo not given)	-7
O=C(CN1C(=O)c2ccccc2C1=O)Nc1nc(-c2ccc(Cl)cc2Cl)cs1	-13&5
Cn1nc(N2CCC(C(=O)Nc3ccc(OC(F)(F)F)cc3)CC2)ccc1=O	-6
O=[N+]([O-])c1ccc(S(=O)(=O)NN=Cc2ccsc2)cc1	-16
CCc1ccc(C=NNC(=O)c2cc(-c3ccccc3OC)nc3ccccc23)s1	-26
CN1CCN(C=Nc2c(C#N)cnn2Cc2ccccc2)CC1	5
Cc1cnc2n(c1=O)C[C@H](C(=O)NC1CC1)CS2	-10
Cc1cc2cc(CNC(=O)c3cccc(Cl)c3)ccc2n1C	-8
Cc1cc(C)c2c(c1)C(=NNC(=O)c1ccc(O)cc1)CCC2	-3
O=C(NCc1ccncc1)C(=O)NN=Cc1cccnc1	1
COc1ccccc1Cc1noc(C2CN(C(=O)Nc3ccc4c(c3)OCO4)C2)n1	1
Cc1ccc(O[C@H]2CCCN(C(=O)c3c(C)n[nH]c3C)C2)nn1	-5
CCOc1cc(C(NC(=O)OCc2ccccc2)NC(=O)OCc2ccccc2)ccc1OC	-33
O=C(CSc1ccc(-c2ccccn2)nn1)Nc1cccc([N+](=O)[O-])c1	48*
O=C(/C=C/c1ccc([N+](=O)[O-])cc1)NCc1n[nH]c(=O)c2ccccc12	-4

(continued)
Molecule	SSB-PriA inh
COc1ccc2nc(-c3ccc(NC(=O)c4ccc(F)c(F)c4)cc3)cn2n1	-10
Cc1cc(C(F)(F)F)nc(CCNC(=O)c2cc(C)on2)n1	-10
Cn1cc([C@@H](O)CNS(=O)(=O)c2ccc3c(c2)OCCO3)c2ccccc21	-7
COc1cccc(C=NNc2ccccc2C(=O)O)c1O	7
Cc1nnc2ccc(OCCNS(=O)(=O)c3ccc(-c4ccccc4)cc3)nn12	6
CCc1ccccc1NC(=O)N1C[C@H]2C[C@H](C1)c1cccc(=O)n1C2	-5
Cn1cccc1[C@H](CNC(=O)NC1CCCCC1)N1CCOCC1	-4
FC(F)(F)c1ccc(CSc2c[nH]c3ccccc23)cc1	-14
CNC(=S)NN=Cc1cn(CCOc2cccc(OC)c2)c2ccccc12	34
CCCN1CCCc2cc(CCNS(=O)(=O)Cc3ccccc3)ccc21	94*
O=C(c1cc(-c2ccc3c(c2)OCCO3)on1)N1CCN(c2cccc(Cl)c2)CC1	-9
Cc1cccc(Nc2nnc(CC(=O)Nc3ccc(C)cc3Cl)s2)c1	-3
Cc1ccc(C=NNc2ccccn2)s1	14
CCN(C(=O)C(=O)c1cn(CC(=O)N2CCCCC2)c2ccccc12)c1ccc(C)c(C)c1	-4
Cc1cc(C)c(S(=O)(=O)NCCC(=O)NCc2cccnc2)cc1N(C)S(C)(=O)=O	-9
O=C(NCCn1ccn2nc(-c3ccco3)cc12)c1ccc(Cl)s1	-1
CCOC(=O)c1ccc(NC(=O)CSc2nnc(NC(=O)c3ccc(Br)cc3)s2)cc1	-5
COC(=O)c1sccc1S(=O)(=O)NCC(O)c1csc2ccccc12 (stereo not given)	-3
O=C(Cn1c(C2CCCO2)nc2ccccc21)NCc1cccs1 (stereo not given)	-4
O=c1cccnn1CCNS(=O)(=O)c1cc(Cl)c(Cl)cc1Cl	-21
CC(CC(=O)Nc1ccc(OCc2ccccc2)cc1)=NNC(=O)C(=O)Nc1cccc(C)c1	2
O=C(COc1cccc2ccc(N3CCOCC3)nc12)Nc1cc(C(F)(F)F)ccc1Cl	0
CCCCCC(=O)ON=C(C)c1ccn(S(=O)(=O)c2ccccc2)c1	13
Cc1ccc(C(=O)NC(=S)NNC(=O)c2cccc(Br)c2)cc1	0
COc1ccc(S(=O)(=O)N2CCN(c3ccc4nnc(C)n4n3)CC2)cc1OC	-22
O=C(NCCS(=O)(=O)N1CCc2ccccc2C1)c1ccccc1I	-1
COc1cccc(CNC(=O)Cn2nc3c(cc2=O)CCCC3)c1OC	1
COc1cc(S(=O)(=O)NC(C)C)ccc1F	-7
